CRFR2-BP ag: CRF-BP/CRF-R2 complex agonism; activation, % at 13.2 µM; AID 588473; HEK293 CRF-R2/CRF-BP, calcium dye fluorescence (FLIPR); percent of saturating CRF peptide response; 0.46% of 350,000 active;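 active = activation of at least 50%, plus an integration ratio under a set limit after plate pattern correction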;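 note: plate controls were neutral control wells without compound for no effect and CRF at EC100 for full effect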
CHRM4 agonist: agonists of human muscarinic M4 receptor (CHRM4); P08173; CHO-K1 hM4/Gqi5, Fluo-8 calcium fluorescence; vehicle 0%, full acetylcholine response 100%; activation, % at 3 µM; 0.14% of 360,000 active; AID 624127;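 active = activation above the run mean over all test wells plus 3 SD, cut at about 32% in these data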;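 note: peak over basal fluorescence ratio per well then scaled between controls; 0% = DMSO wells and 100% = acetylcholine at EC100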
Target sequence (P08173 whole entry, looked up): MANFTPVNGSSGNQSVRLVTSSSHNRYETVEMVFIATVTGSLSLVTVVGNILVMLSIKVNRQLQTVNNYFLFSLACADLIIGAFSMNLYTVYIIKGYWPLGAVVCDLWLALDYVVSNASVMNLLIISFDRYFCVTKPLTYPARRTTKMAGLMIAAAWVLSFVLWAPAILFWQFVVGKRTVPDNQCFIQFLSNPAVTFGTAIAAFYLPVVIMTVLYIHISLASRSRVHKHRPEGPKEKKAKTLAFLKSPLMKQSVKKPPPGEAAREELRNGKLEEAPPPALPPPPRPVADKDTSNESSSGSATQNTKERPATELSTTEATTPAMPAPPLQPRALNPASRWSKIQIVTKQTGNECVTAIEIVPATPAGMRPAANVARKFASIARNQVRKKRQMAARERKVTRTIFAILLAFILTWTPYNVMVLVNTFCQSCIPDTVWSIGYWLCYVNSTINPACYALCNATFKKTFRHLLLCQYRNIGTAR
CHRM4 PAM: CHRM4 positive allosteric modulation; activation, % at 3 µM; AID 624126; CHO-K1 hM4/Gqi5, Fluo-8 calcium fluorescence, ACh EC20; 0% = ACh EC20, 100% = maximal ACh; P08173; 0.4% of 360,000 active;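 active = activation above its plate's cutoff, the mean activation of sample wells plus 3 SD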; note: some results filed as inactive read as strong as hits
CHRM5 agonist: agonists of human muscarinic M5 receptor (CHRM5); AID 624037; CHO-K1 hM5 cells, Fluo-8 calcium fluorescence; 0% DMSO wells, 100% maximal acetylcholine response; activation, % at 3 µM; 0.19% of 360,000 active;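 active = activation above the run's mean over test compounds plus 3 SD, cut at about 23% in these data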;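 note: signal is peak over basal fluorescence ratio across the kinetic read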
M4 antag: CHRM4 antagonism in calcium assay; P08173; CHO-hM4 cells, ACh EC80, Fluo-8 calcium fluorescence; inhibition, % at 3 µM; 0.73% of 360,000 active; AID 624125;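 active = inhibition above its plate's cutoff, the mean inhibition of sample wells plus 3 SD, cut at about 27% in these data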;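 note: 0% = acetylcholine EC80 with DMSO and 100% = DMSO without agonist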
CHRM1 antagonist: human CHRM1 antagonism; CHO-K1 hM1, Fluo-8 calcium fluorescence, ACh EC80 antagonist; 1.3% of 360,000 active; inhibition, % at 3 µM; AID 588852;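 active = percent inhibition above its own plate's cutoff, namely the mean of that plate's compound wells plus 3 SD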;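 note: peak over basal fluorescence ratio during 140 s after agonist addition; 0% = ACh EC80 plus DMSO and 100% = DMSO alone without agonist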
Target sequence (P11229 whole entry, looked up): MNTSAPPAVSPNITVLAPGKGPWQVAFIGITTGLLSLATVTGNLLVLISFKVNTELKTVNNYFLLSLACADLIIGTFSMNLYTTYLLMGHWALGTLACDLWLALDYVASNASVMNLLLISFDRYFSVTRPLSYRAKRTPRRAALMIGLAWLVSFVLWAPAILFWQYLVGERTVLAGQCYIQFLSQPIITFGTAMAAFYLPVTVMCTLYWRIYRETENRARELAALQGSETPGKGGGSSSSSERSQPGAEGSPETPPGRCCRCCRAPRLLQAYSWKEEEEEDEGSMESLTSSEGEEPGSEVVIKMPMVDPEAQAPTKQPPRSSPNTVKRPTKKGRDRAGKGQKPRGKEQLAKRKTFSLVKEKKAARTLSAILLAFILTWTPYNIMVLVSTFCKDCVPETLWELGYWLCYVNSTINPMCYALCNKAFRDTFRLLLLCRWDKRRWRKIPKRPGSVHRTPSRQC
CHRM5 antagonist: antagonists of human muscarinic M5 receptor (CHRM5). CHO-hM5 cells, Fluo-8 calcium fluorescence, ACh EC80. inhibition, % at 3 µM. 0.59% of 360,000 active;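 active = inhibition above a per-plate cutoff, the mean of that plate's test compounds plus 3 SD, cut at about 27% in these data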;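 note: 0% = acetylcholine EC80 with DMSO and 100% = DMSO without agonist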
M1 PAM: human CHRM1 positive allosteric modulation | activation, % at 3 µM | CHO-K1 hM1, Fluo-8 calcium fluorescence, ACh EC20; 0% = ACh EC20, 100% = maximal ACh | P11229 | 0.088% of 360,000 active; in the data active = activation above about 19%, passing the limit was not always enough
M5 PAM: potentiates acetylcholine response at human M5 receptor | P08912 | CHO-K1 hM5, Fluo-8 calcium, ACh EC20 PAM; 0% = ACh EC20, 100% = ACh EC100 | activation, % at 3 µM | 0.3% of 360,000 active | AID 624038;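 active = activation above the run cutoff, the mean activation of all test compounds plus 3 SD, cut at about 18% in these data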
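Assay system: CHO-K1 hM5 cells. Also added: acetylcholine at EC20 concentration, added after compound. Dosing: 3 µM, single dose. Times: compound preincubation 140 s before EC20 acetylcholine addition. Signal: Fluo-8 calcium fluorescence. Measure: % activation relative to EC20 and EC100 ACh responses. Repeats: singlicate, one well per test compound.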
Active calls of the source: *; x = not tested or not shown; & = joins results of further samples.

nr	mol	M1 PAM	CHRM1 antagonist	CHRM5 antagonist	M5 PAM	CHRM4 agonist
1	CCOc1ccc(CO[C@@H]2O[C@H](CO)[C@@H](O)[C@H](O)[C@H]2NC(C)=O)cc1OC	-5	7	11	-16	14
2	Cc1ccc(S(=O)(=O)N2C[C@]3(O)C[C@@H]4C(=O)N(c5ccccc5)C(=O)[C@@H]4C[C@]3(OC(=O)NCC3CCCCC3)C2)cc1	0	-5	-7	-2	0
3	CCN(Cc1ccccc1)C(=O)CN1C(=O)c2ccccc2C1=O	7	-5	-8	18	1
4	CS(=O)(=O)N1CCC(Oc2ccccc2C(=O)NC(C2CC2)C2CC2)CC1	9	5	6	-3	4
5	Cc1occc1C(=O)NNS(=O)(=O)c1ccc(Cl)cc1	11	-13	-7	0	1
6	CCN(CC(=O)Nc1ccc2c(c1)OCCO2)C(=O)c1cc(=O)[nH]c2ccccc12	3	-23	1	-2	1
7	CC(=O)c1ccc(-c2cc([C@H]3[C@H]4C=CC[C@@H](C)[C@@H]4C(=O)N3Cc3ccccc3)ccc2F)cc1	-11	12	-1	-1	1
8	Cc1ccc(S(=O)(=O)Nc2nc3ccc(S(=O)(=O)N4CCCC4)cc3s2)cc1	12	-14	0	0	0
9	Cc1c(C)c2c(OCC(=O)N3CCC[C@H]3C(=O)O)cc3c(c2oc1=O)CCC(C)(C)O3	8	-7	-6	2	1
10	Cn1[nH]c(-c2ccccc2)c(/C=N/O)c1=O	12	-2	4	1	0
11	C=CCN1CCN(C(=O)CSc2ccccc2)CC1	15	-17	14	-1	2
12	CN(C(=O)CN1C(=O)NC2(CCc3ccccc32)C1=O)C1CCS(=O)(=O)C1 (stereo unspecified)	11	-12	-3	5	0

nr	M4 antag	CHRM5 agonist	CHRM4 PAM	CRFR2-BP ag
1	5	0	-8	0.5
2	-1	0	-1	1.8
3	-19	-5	-1	0.1
4	-1	3	-3	1.9
5	1	-1	2	0.2
6	-5	-3	-5	-0.6
7	2	0	-6	0.4
8	10	1	5	-1.3
9	-5	1	1	-1.5
10	0	-3	-3	2.8
11	-5	-5	5	0.1
12	-5	5	5	1.9

Following part
nr	mol	M1 PAM	CHRM1 antagonist	CHRM5 antagonist	M5 PAM	CHRM4 agonist
13	Cc1cc(C)n(-c2ccc(C(=O)Nc3nnc(C)s3)cc2)n1	4	-1	2	-1	2
14	COc1ccc(NC(=O)c2cc(S(=O)(=O)N3CCOCC3)ccc2C)cc1S(=O)(=O)N1CCCCC1	-4	-2	9	-14	11
15	Cc1cc(=O)n2c(sc3ccccc32)c1C#N	9	-1	-3	5	0
16	CC(Sc1ccccc1)C(=O)NN=C1CCCC1 (stereo unspecified)	4	1	8	-3	0
17	Cc1csc(Sc2ccc([N+](=O)[O-])cc2C(=O)OCC(=O)NC(=O)NC(C)(C)C)n1	-9	4	4	-4	2
18	COC(=O)CCC(=O)NNC(=O)c1ccc([N+](=O)[O-])cc1	13	-21	2	-3	4
19	CC1Cc2ccccc2N1C(=O)COc1nc2ccccc2nc1N1CCOCC1 (stereo unspecified)	3	-7	-2	3	1
20	CCCCc1nnc(NC(=O)c2nc3nccc(C)n3n2)s1	0	5	4	2	-1
21	COc1ccc(CNC(=O)c2cc(=O)c3ccccc3o2)cc1	11	-8	2	1	4
22	CC(=O)c1cccc(OCc2cc(C(=O)NCCC3=CCCCC3)no2)c1	-6	4	8	-3	8
23	COCCn1c(Br)nc2c1c(=O)n(C)c(=O)n2C	-1	-3	11	-2	0
24	O=C(NCc1n[nH]c(=O)c2ccccc12)C1CC(=O)N(c2ccccc2)C1 (stereo unspecified)	-7	21	2	-3	0

nr	M4 antag	CHRM5 agonist	CHRM4 PAM	CRFR2-BP ag
13	-3	3	8	1.6
14	0	-2	-1	-0.8
15	1	-1	3	3.3
16	5	-4	-5	-1.4
17	-5	-1	-5	0.2
18	-7	2	11	1.6
19	-2	4	13	4.9
20	-10	0	-5	2.0
21	5	0	-8	-1.8
22	6	-3	-4	2.0
23	11	0	1	-2.6
24	-2	-5	-1	0.0

Next compounds.
nr	mol	M1 PAM	CHRM1 antagonist	CHRM5 antagonist	M5 PAM	CHRM4 agonist
25	C/C=C/C=C/C(=O)OC(C)C(=O)Nc1cc([N+](=O)[O-])ccc1OC (stereo unspecified)	4	-7	6	-3	-1
26	O=C(CC1SC(=O)N(c2ccccc2)C1=O)Nc1ccc(Br)cc1 (stereo unspecified)	12	-16	11	4	3
27	Cc1cc(-c2n[nH]c(=S)n2-c2ccccc2C)cs1	9	-7	-1	3	0
28	Oc1ccc(Cl)c(CN2CCN(c3ncc(Cc4ccccc4)cn3)CC2)c1	x	x	4	-3	3
29	Cc1[nH]nc(Nc2ccc(Br)cc2)c1[N+](=O)[O-]	-5	-2	12	-17	7
30	O=C(CCC(=O)c1cccs1)c1cccs1	7	-7	-6	1	1
31	Cc1cc(N)n2nc(-c3ccccc3)cc2n1	6	-9	-8	2	2
32	O=C(C1=C[C@@H](c2csc3ccccc23)C[C@@H](OCCCCO)O1)N1CCN(Cc2ccc3c(c2)OCO3)CC1	8	-6	7	3	8
33	COc1ccccc1CN(Cc1cc2cc(C)cc(C)c2[nH]c1=O)Cc1nnnn1CC1CCCO1 (stereo unspecified)	10	-13	2	5	5
34	Cc1ccc(-c2cc(Cc3ccncc3)c(=O)[nH]n2)cc1	9	-11	5	-10	1
35	O=C(NNC(=O)c1cccc2ccccc12)c1ccccc1O	14	-17	7	-1	7
36	COc1cccc(-n2c(SCC(=O)Nc3cc(C)on3)nc3ccccc3c2=O)c1	-2	1	4	-2	0

nr	M4 antag	CHRM5 agonist	CHRM4 PAM	CRFR2-BP ag
25	0	-9	9	0.8
26	5	7	-3	-0.3
27	4	-3	-3	-1.3
28	6	-3	-8	x
29	15	0	-5	-2.5
30	25	0	29	0.6
31	-2	-4	13	-4.5
32	-8	0	9	-2.4
33	-11	2	6	-0.2
34	-1	1	0	-0.8
35	-14	-1	17*	-1.7
36	-1	0	-1	1.2

As a short view, some entries already given:
nr	mol	M1 PAM	CHRM1 antagonist	CHRM5 antagonist	M5 PAM	CHRM4 agonist
28	Oc1ccc(Cl)c(CN2CCN(c3ncc(Cc4ccccc4)cn3)CC2)c1	x	x	4	-3	3
29	Cc1[nH]nc(Nc2ccc(Br)cc2)c1[N+](=O)[O-]	-5	-2	12	-17	7
30	O=C(CCC(=O)c1cccs1)c1cccs1	7	-7	-6	1	1
31	Cc1cc(N)n2nc(-c3ccccc3)cc2n1	6	-9	-8	2	2
32	O=C(C1=C[C@@H](c2csc3ccccc23)C[C@@H](OCCCCO)O1)N1CCN(Cc2ccc3c(c2)OCO3)CC1	8	-6	7	3	8
33	COc1ccccc1CN(Cc1cc2cc(C)cc(C)c2[nH]c1=O)Cc1nnnn1CC1CCCO1 (stereo unspecified)	10	-13	2	5	5
34	Cc1ccc(-c2cc(Cc3ccncc3)c(=O)[nH]n2)cc1	9	-11	5	-10	1
35	O=C(NNC(=O)c1cccc2ccccc12)c1ccccc1O	14	-17	7	-1	7

nr	M4 antag	CHRM5 agonist	CHRM4 PAM	CRFR2-BP ag
28	6	-3	-8	x
29	15	0	-5	-2.5
30	25	0	29	0.6
31	-2	-4	13	-4.5
32	-8	0	9	-2.4
33	-11	2	6	-0.2
34	-1	1	0	-0.8
35	-14	-1	17*	-1.7

Other entries.
nr	mol	M1 PAM	CHRM1 antagonist	CHRM5 antagonist	M5 PAM	CHRM4 agonist
37	COc1ccc(C)c2sc(=NC(=O)c3ccc(C(C)=O)cc3)n(C)c12	4	-4	-4	1	0
38	COc1ccc(-c2cc3nc(NCCCN(C)C)n(C)c(=O)c3s2)cc1OC	7	-14	1	1	2
39	CC1CCCCC1NC(=O)CSc1nnnn1-c1ccccc1 (stereo unspecified)	1	2	-4	1	2
40	CC(C)C[C@H](NC(=O)N1CCn2c1nc1ccccc12)C(=O)NCCc1ccccc1	4	-5	2	1	2
41	O=C(O)CC(CC(=O)Nc1ccc(-n2ccc(C(F)(F)F)n2)cc1)c1ccccc1 (stereo unspecified)	4	-1	5	4	1
42	CCCN(CC(=O)NC(=O)NC1CCCCC1)CC(=O)Nc1cc(Cl)ccc1Cl	3	-5	9	-7	1
43	S=c1[nH]nc(-c2ccncc2)n1/N=C/C=C/c1ccco1	5	4	-1	1	0
44	O=C(/C=C/c1ccc(O)c(O)c1)O[C@@H]1C[C@](O)(C(=O)O)C[C@@H](O)[C@H]1O	6&-4	-39&10	4&-7	-2&3	2&1
45	CC1CN(C(=O)COC(=O)CSc2ccc([N+](=O)[O-])cc2)CC(C)O1 (stereo unspecified)	3	-4	-1	-1	-1
46	O=C(O)c1cccc(Oc2cccc(Cl)n2)c1	3	-7	-5	1	2
47	Cn1cc(CCCC(=O)NCc2ccccc2)c2ccccc21	4	-2	2	-4	2
48	Nc1cc(N)nc(SCCN2CCCCC2)n1	11	-15	4	2	0

nr	M4 antag	CHRM5 agonist	CHRM4 PAM	CRFR2-BP ag
37	5	-4	-4	0.2
38	5	0	1	x
39	-5	-5	5	-0.5
40	-13	-1	-7	-2.2
41	9	-1	13	8.9
42	-8	-3	-2	1.4
43	1	2	-3	3.8
44	-20&-29	0&0	3&3	-1.3&1.3
45	3	-3	-4	1.2
46	-6	-1	6	-3.2
47	-10	-6	0	-3.6
48	-7	-4	10	-1.4

New compounds follow
nr	mol	M1 PAM	CHRM1 antagonist	CHRM5 antagonist	M5 PAM	CHRM4 agonist
49	COc1cc(NC(=O)c2ccc(NC3=NC4CS(=O)(=O)CC4S3)cc2)cc(OC)c1OC (stereo unspecified)	0	-8	6	-8	12
50	COc1ccc(CCN2C(=O)CC(NCCc3ccc(S(N)(=O)=O)cc3)C2=O)cc1OC (stereo unspecified)	9	-6	-3	1	1
51	C/C(=N\N=C\c1ccccc1F)c1nnn(-c2nonc2N)c1C	7	-5	-2	-3	0
52	O=C(CNC(=O)c1cccs1)c1ccc(F)cc1	4	-3	0	-5	5
53	CCCCCn1c(CN2CCN(CCO)CC2)nc2c1c(=O)n(C)c(=O)n2C	4	-16	-7	4	1
54	O=C(CCCC(=O)NC1CCCCC1)Nc1ccc([N+](=O)[O-])cc1	-2	9	9	8	0
55	CCOc1ccc(C(=O)N2CCN(c3cccc(Cl)c3)CC2)cc1	1	-4	-3	-5	1
56	Cn1c(C(=O)N2CCC(C(=O)NCc3ccccc3)CC2)cc2sccc21	-4	4	9	-5	4
57	COc1ccc(OC)c(NC(=O)c2cc(S(=O)(=O)N3CCCC3)cn2C)c1	12	-17	3	0	0
58	Cc1nc(NC(=O)COC(=O)C(NC(=O)c2ccco2)C(C)C)c(Cl)cc1Cl (stereo unspecified)	9	-11	-8	4	0
59	COc1ccccc1NC1C=CS(=O)(=O)C1 (stereo unspecified)	8	0	0	-1	1

nr	M4 antag	CHRM5 agonist	CHRM4 PAM	CRFR2-BP ag
49	-20	1	-4	-3.0
50	0	-11	4	1.9
51	-1	0	-4	-0.8
52	-1	2	3	-0.5
53	-27	-3	11	2.0
54	7	2	1	0.1
55	-5	-3	-5	0.1
56	-5	-3	0	-0.9
57	-7	0	8	-1.9
58	-8	-6	9	-0.6
59	-5	-2	6	0.8

From PubChem BioAssay
